# KDM5B inh: KDM5B demethylase inhibition | Q9UGL1 | KDM5B demethylase, FDH-coupled NADH fluorescence (FDH is formaldehyde dehydrogenase) | Potency, µM (highest dose often 57.7 µM), without a hit: at the highest dose activity change, negative = inhibition, hits mostly inhibitors | 2.6% of 220,000 active | AID 1347165; active = well fitted inhibition curve with a large enough effect; inconclusive = small, poorly fitted or top-dose-only effect; inactive = no such curve, though single readings can be large or run the other way; also: 0% is about no effect; nearly all actives have a fitted effect of over 70% in size
# Target sequence (Q9UGL1 whole entry, looked up): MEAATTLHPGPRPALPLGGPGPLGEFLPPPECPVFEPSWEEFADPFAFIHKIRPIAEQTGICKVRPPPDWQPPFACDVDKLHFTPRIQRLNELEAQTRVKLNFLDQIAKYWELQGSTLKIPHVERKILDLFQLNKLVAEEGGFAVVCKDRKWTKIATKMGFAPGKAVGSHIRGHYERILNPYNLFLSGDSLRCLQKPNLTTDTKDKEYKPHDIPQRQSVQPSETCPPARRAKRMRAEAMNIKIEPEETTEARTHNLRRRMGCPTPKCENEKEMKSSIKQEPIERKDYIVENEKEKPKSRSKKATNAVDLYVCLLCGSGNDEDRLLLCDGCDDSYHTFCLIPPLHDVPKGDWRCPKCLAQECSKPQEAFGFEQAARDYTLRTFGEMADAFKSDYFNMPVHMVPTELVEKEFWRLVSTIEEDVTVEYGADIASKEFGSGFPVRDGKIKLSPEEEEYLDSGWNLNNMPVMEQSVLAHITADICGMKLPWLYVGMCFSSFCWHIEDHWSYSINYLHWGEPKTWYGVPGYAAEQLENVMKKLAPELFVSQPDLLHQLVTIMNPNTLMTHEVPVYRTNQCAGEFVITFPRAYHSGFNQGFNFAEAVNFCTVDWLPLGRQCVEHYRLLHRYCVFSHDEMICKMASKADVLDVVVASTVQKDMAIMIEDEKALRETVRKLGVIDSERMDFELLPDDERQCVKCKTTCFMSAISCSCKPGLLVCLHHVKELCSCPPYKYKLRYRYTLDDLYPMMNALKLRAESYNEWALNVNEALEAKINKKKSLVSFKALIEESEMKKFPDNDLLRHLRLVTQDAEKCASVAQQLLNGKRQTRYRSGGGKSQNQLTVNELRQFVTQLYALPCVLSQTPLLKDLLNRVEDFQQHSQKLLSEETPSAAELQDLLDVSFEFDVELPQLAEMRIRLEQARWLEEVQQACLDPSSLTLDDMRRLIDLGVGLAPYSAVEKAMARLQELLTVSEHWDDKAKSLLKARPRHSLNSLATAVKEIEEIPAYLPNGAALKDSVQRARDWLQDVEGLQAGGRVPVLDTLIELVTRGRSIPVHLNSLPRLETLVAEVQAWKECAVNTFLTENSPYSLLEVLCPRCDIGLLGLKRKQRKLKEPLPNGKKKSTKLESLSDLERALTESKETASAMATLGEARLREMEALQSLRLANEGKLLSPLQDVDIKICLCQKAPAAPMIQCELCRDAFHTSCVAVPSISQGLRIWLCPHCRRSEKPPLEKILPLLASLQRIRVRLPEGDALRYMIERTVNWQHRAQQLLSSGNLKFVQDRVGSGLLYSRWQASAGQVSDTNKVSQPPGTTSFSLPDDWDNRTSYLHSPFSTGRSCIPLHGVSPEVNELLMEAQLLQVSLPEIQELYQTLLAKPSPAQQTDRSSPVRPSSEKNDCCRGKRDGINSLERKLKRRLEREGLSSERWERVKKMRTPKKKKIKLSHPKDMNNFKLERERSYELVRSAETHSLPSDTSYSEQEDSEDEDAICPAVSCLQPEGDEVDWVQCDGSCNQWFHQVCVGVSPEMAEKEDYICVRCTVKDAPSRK
#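 Measured: NADH fluorescence change, 30 min, RT. System: KDM5BΔAP 200 nM final, H3K4me3 peptide, α-KG, Fe(II), ascorbate, NAD⁺ plus FDH, pH 7.5 HEPES. Compounds: titrated, 10 min pre-incubation with enzyme.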
# * = called active by the depositor; i = inactive; ? = inconclusive; & = joins results of further samples; [ ] = remark or other dose. Potency is read from the fitted curve at half-maximal effect. Not all compounds are listed; rates above refer to the full screens.
# Start of the data: the first 2 entries, ahead of the listing:
molecule | KDM5B inh
CC(C)C1CN(C(=O)c2cncc(F)c2)CCC(=O)N1Cc1ccc(F)cc1 (centres undefined) | -14.1%
COc1cccc(NC(=O)Cn2c(=O)n(CCC(=O)NCc3ccccc3OC)c(=O)c3ccccc32)c1 | -9.0%

# Results, previewed entries included:
molecule | KDM5B inh
CC(C)C1CN(C(=O)c2cncc(F)c2)CCC(=O)N1Cc1ccc(F)cc1 (centres undefined) | -14.1%
COc1cccc(NC(=O)Cn2c(=O)n(CCC(=O)NCc3ccccc3OC)c(=O)c3ccccc32)c1 | -9.0%
c1ccc2c(-c3ccn[nH]3)cccc2c1 | -14.8%
O=C(Cn1c(=O)c2c(ncn2Cc2ccccc2)n(Cc2ccccc2)c1=O)Nc1ccccc1F | -4.8%
CCc1cc(C(=O)NCCc2ccccc2OC)sc1C | -10.4%
CC(C)=CCn1c(-c2cc(C)oc2C)cn2cc(C(=O)N[C@@H](C)C(N)=O)nc2c1=O | -10.4%
CCN1CCN(Cc2nc3c(c(=O)n(C)c(=O)n3C)n2CCCO)CC1 | -7.5%
COc1ccc(C2C3=C(CCCC3=O)Nc3ccccc3N2C(=O)c2ccccc2)cc1OC (centres undefined) | 16.6%
C#CCNC(=O)CC[C@@H]1CNC(=O)[C@@H]2C[C@H](NC(=O)c3ccco3)CN12 | ?
O=C(N/N=C/c1cc(Br)ccc1OC(=O)c1ccc(Br)cc1)c1ccncc1 | ?
COc1ccc(C(=O)N2C[C@@H](F)[C@@H](OCc3nc4ccccc4o3)C2)cc1 | 30.4%[activator][86.2 µM]
O=C(Nc1ccc(SC(F)F)cc1)c1cc(-c2ccc3c(c2)OCCO3)on1 | 7.2%
O=c1c2ccccc2sc2ccc(Br)cc12 | 18.4%
Cc1ccccc1OCC(=O)NCc1ccc(CS(N)(=O)=O)cc1 | 12.6%
COc1ccc(-c2noc(CSc3nnc(C)n3-c3ccc(C)cc3)n2)cc1OC | 14.6%&7.5%
O=S(CCN1CCN(Cc2c(F)cccc2Cl)CC1)c1ccccc1 (centres undefined) | 21.8%
O=C(Nc1cccnc1)c1nnn2c1CN(Cc1ccccc1F)C(=O)CC2 | -35.6%[86.2 µM]
CSc1cccc(NC(=O)c2ccc3c(c2)c(C)c(C)n3Cc2ccc(F)cc2)c1 | ?
Cc1nn(CCC#N)c(C)c1[C@@H]1C=C[C@@H](NCc2ccc(F)cc2)C1 | ?
CCOC(=O)c1cn2nc(Oc3ccc(C(=O)OC)cc3)ccc2n1 | ?
CCOC(=O)c1ccccc1NC(=O)Nc1cn(CC(C)C)c(=O)c2ccccc12 | ?
COc1cc(/C=C/c2nc(C#N)c(N3CCCCC3)o2)cc(OC)c1OC | i
CCN(CC)c1ccc(NC(=O)CSc2ncnc3ccccc23)cc1 | 10.7%
COc1ccc(NC(=O)C2CCCN(c3ncnc4onc(C)c34)C2)cc1OC (centres undefined) | 7.8%
O=C(c1ccccc1OCc1ccccc1)N1CCC2(CC1)[C@H](O)C[C@@H]2O | 2.0%
COc1ccc(-c2nn(C)c(=O)c3ccccc23)cc1NC(=O)c1ccc(Cl)cc1 | ?
Cc1nc(C(=O)N2CC(=O)N(C3CCCCC3)CC(OCc3ccccc3)C2)cs1 (centres undefined) | 4.2%
CC(=O)N1CCC(N2CCC[C@H]2c2nc(-c3ccc(N4CCC(C(N)=O)CC4)nc3)no2)CC1 | ?
O=C(COC(=O)CCC1CCCC1)Nc1ccc2c(c1)OCO2 | -17.5%
CCCCn1c(N)c(N(CCOC)C(=O)c2ccc(OCc3c(C)noc3C)cc2)c(=O)[nH]c1=O | 19.5%
Cc1nn(-c2ccccc2)c2nc(C3CC3)cc(C(=O)NCc3ccccc3Cl)c12 | ?
CCN(CC)C(=O)[C@@H]1C[C@@H](NC(=O)C2CCCC2)CN1Cc1ccoc1 | 13.6%
CCOC(=O)c1c(C)[nH]c(C)c1S(=O)(=O)N(C)CC(=O)NCc1ccc(Cl)cc1 | ?
CC(C)Oc1ccc(C(=O)OCC(=O)NC2CCCCCC2)cc1 | 6.6%
CCCCSCCCNC(=O)CS(=O)Cc1nc(-c2cccc(C)c2)oc1C (centres undefined) | 6.2%
Cc1ccc(NC(=O)Cn2c(=O)n(Cc3nc(C)no3)c(=O)c3cc4c(cc32)OCO4)c(C)c1 | -26.2%
CC(C)CNc1ncnc2c1CN(C1CCCC1)C(=O)CN2C | -0.2%[149 µM]
O=C(COc1ccc(Cl)cc1)Nc1ccc(-c2nnc3n2CCCC3)cc1 | 17.9%
Cc1ccc(CNC(=O)C2CCCCC(=O)N2C)cc1 (centres undefined) | 3.8%
c1csc(-c2nc3nccc(-c4ccncc4)n3n2)c1 | 28.2µM*
Cc1oc(-c2nc(C#N)c(N3CCOCC3)o2)cc1S(=O)(=O)N1CCCCC1 | 27.8%
COc1ccc(NC(=O)CSc2nc(-c3ccco3)cc(C(F)(F)F)n2)cc1Cl | 17.9%
O=[N+]([O-])c1cc(S(=O)(=O)Nc2cccc(Cl)c2)ccc1N/N=C/c1ccc(F)cc1 | 22.4%
COc1cc(NC(=O)Cn2cc(C#N)c3ccccc32)cc(OC)c1 | 18.2%
Cc1noc(-c2cn(C3CCN(C(=O)c4cc5ccccc5[nH]4)CC3)nn2)n1 | -15.6%
CCOc1cc(C(=O)Nc2ncc(C)s2)ccc1OC | -18.9%
Cc1ccc(-c2cc(C(=O)Nc3nnc(C4CC4)s3)c3ccccc3n2)o1 | ?
O=C(c1ccc(F)cc1)N1CCn2c(nn(-c3ccncc3)c2=O)C1 | 1.4%
CCC(C)NC(=O)C(=O)NCCc1c[nH]c2ccccc12 (centres undefined) | 10.2%
CCCN(CCC)C(=O)C1COC2(CCC(C)CC2)N1C(=O)c1ccccc1F (centres undefined) | 0.5%
COc1cccc(-c2cccc(C(=O)N3CCC4(CCCN(C)C4=O)C3)c2)c1 (centres undefined) | 9.9%
O=S(=O)(N1CC=C(c2c[nH]c3ccccc23)CC1)N1CCCCC1 | -22.9%
COC(=O)Cn1c(=O)c(C(=O)CCl)c(N)n(Cc2ccccc2)c1=O | -12.5%
COC(=O)C(C)N1C(=O)S/C(=C/c2ccc(C)o2)C1=O (centres undefined) | ?
Cc1ccc(C(=O)NCCn2cccc2-c2nc(-c3ccccc3)no2)cc1 | 5.6%
Cc1nonc1CN1CCC2(CC1)C(C(=O)O)CC(=O)N2C (centres undefined) | -3.6%

# Quoted from the listing (3 entries):
molecule | KDM5B inh
CCC(C)NC(=O)C(=O)NCCc1c[nH]c2ccccc12 (centres undefined) | 10.2%
CCCN(CCC)C(=O)C1COC2(CCC(C)CC2)N1C(=O)c1ccccc1F (centres undefined) | 0.5%
COc1cccc(-c2cccc(C(=O)N3CCC4(CCCN(C)C4=O)C3)c2)c1 (centres undefined) | 9.9%

# (more compounds)
molecule | KDM5B inh
Cc1ccccc1OCc1nc(C2CN(C(=O)COc3ccc(F)cc3)C2)no1 | -15.2%
Cc1cc2oc(C(=O)N(Cc3ccc(Cl)cc3)Cc3ccco3)c(C)c2cc1Cl | ?
COc1nc(-c2cccc([N+](=O)[O-])c2)nc2ccccc12 | 16.9%
O=C(NC1CCOCC1)C1=NO[C@@H]2CN(c3ccc(F)c(Cl)c3)C[C@H]12 | -16.6%[86.2 µM]
C[S+](=O)([O-])N1CCC2CC(=O)NCCC2C1 (centres undefined) | -4.1%[230 µM]
N#Cc1cccc(CN2CC[C@H](c3nc4ccccc4o3)C2)c1 | 9.3%[86.2 µM]
O=C(c1ccc2c(c1)OCO2)N1CC(Oc2ccc(F)cc2F)C1 | 2.7%[149 µM]
O=C(/C(=C/c1ccc(Cl)cc1)c1nc2ccccc2o1)c1ccccc1 | 9.9%
O=C(O)C1(S(=O)(=O)c2ccc(Cl)cc2)CCC1 | 11.3%
Cc1ccccc1-c1cc2nccc(-c3cc(Cl)ccc3O)n2n1 | 8.7%
COc1ccc(NC(=O)Cn2c(C)cc3nc4n(c(=O)c32)CCC4)cc1Cl | 21.8%
Cc1ccc(C(=O)O)cc1-c1ccc(/C=C(/C#N)c2nc3ccccc3[nH]2)o1 | 1.8%
C/C(=N\NC(N)=S)c1cc(C(C)(C)C)cc2c1CCC2(C)C | ?
Cc1ccc(C)c(C(=O)N2CC(C(=O)NCCc3ccncc3)C3(CCOCC3)C2)c1 (centres undefined) | 11.5%
Cc1cc(CC(C)n2ccnc2-c2cc3n(n2)CCCNC3)n[nH]1 (centres undefined) | -28.2%
Nc1cc([N+](=O)[O-])ccc1C(=O)O | -13.3%
O=C(CCc1cccnc1)Nc1nc(-c2ccc3c(c2)CCO3)cs1 | -8.0%
CC(C)CN(CCCNC(=O)CN1N=C(c2ccccc2)CCC1=O)CC(C)C | -16.0%
CC(C)c1nc(C#N)c(NCC(c2ccccc2Cl)N2CCOCC2)o1 (centres undefined) | 6.9%
CCNC(=O)N[C@H]1C[C@@H](Cc2cc(C(C)(C)C)on2)C1(C)C | -3.7%[86.2 µM]
Cc1cc(C)c(CNC(=O)c2nc(-c3cccc(N4CCOCC4)c3)cc3[nH]ccc23)c(=O)[nH]1 | ?
COC(=O)c1cc(-c2ccc(OC)c(OC)c2)nc2onc(C(C)C)c12 | ?
C=CCN(C(=O)c1cn(C)c2ccccc12)C1CCS(=O)(=O)C1 (centres undefined) | 10.3%
CC(Cn1cncn1)C(=O)N1CCC2(CC1)CN(CCOc1ccccc1)C(=O)O2 (centres undefined) | 12.8%
Cc1c(CC(=O)NC(C)C2CC2)c2c(n1Cc1ccccc1F)CCCC2=O (centres undefined) | 51.1%[activator]
C=C(C)/C=C1/C(Cc2ccccc2)N(CC2CC2)C(=N)N1C(=O)OCc1ccccc1 (centres undefined) | ?
COc1ccc(-n2cc(C(=O)NCCc3cc(OC)ccc3OC)c3ccccc3c2=O)cc1 | ?
O=C(NCc1ccccc1F)c1ccc2c(c1)CN(Cc1ccc(O)c(F)c1)CCO2 | -0.5%
COc1ccccc1-c1ccnc(N[C@H]2CO[C@H]3[C@@H]2OC[C@@H]3NC(=O)NC2CCCCC2)n1 | ?
CC(=O)Nc1ccc(NC(=O)Cn2nc3c(cc2=O)CCCCC3)cc1 | -21.1%
CC(NS(=O)(=O)c1ccc2c(c1)CCN2C(=O)CCCC(=O)O)c1ccccc1 (centres undefined) | -17.7%
COc1cc(OC)c(OC)cc1/C=C/c1nc2ccccc2c(=O)n1-c1ccc(Br)c(C)c1 | -15.8%
CNCc1ccc(-c2ccc(C(=O)OC)cc2)o1 | i
Cc1ccc(CN2CCCCC2C(=O)Nc2ccc(Oc3cccnc3)cc2)o1 (centres undefined) | 2.9%
CCOC(=O)c1c(-c2ccccc2)csc1NC(=O)c1cc(-c2ccc(F)cc2)on1 | -12.1%
Cc1cc(SCC(=O)Nc2ccc(F)cc2F)nc2ccccc12 | -3.5%
O=C(NC1CCCCC1)N1CCC(c2noc(-c3ccncc3)n2)C1 (centres undefined) | 5.1%
Cc1cccc(N(C(=O)c2csnn2)C(C(=O)NCc2ccccc2)c2ccncc2)c1 (centres undefined) | -12.9%
O=C(c1cc(-c2ccc(Cl)s2)nc2ccccc12)N1CCOCC1 | i
CNS(=O)(=O)c1cn(CC(=O)Nc2ccc(C)cc2C)cc1S(=O)(=O)NC | -3.0%
Fc1ccc(-c2noc(CCc3nc4ccccc4[nH]3)n2)cc1 | -7.6%
O=C(Nc1ccc(Oc2ccccc2)cc1)N[C@H]1CO[C@H]2[C@@H]1OC[C@@H]2n1nnnc1Oc1ccccc1 | -30.2%
COc1ccc(C)cc1NC(=O)c1cnc2ccc(C)cn2c1=O | -14.7%
COc1ccc(-c2csc3ncnc(Nc4ccc(OC)cc4OC)c23)cc1 | ?
COc1ccc(C2(C(=O)N3C[C@@H](CO)[C@H](c4nc(C)no4)C3)CC2)cc1 | 27.2%
COc1ccc(S(=O)(=O)N2CCn3nnc(CCC(=O)N4CCOCC4)c3C2)cc1 | -10.1%
COCc1cc(=O)n(CC(=O)Nc2ccc(OC)cc2)c(N2CCOCC2)n1 | ?
Cc1ccc(C2C3=C(CC(C)(C)CC3=O)Nc3nc(SCCC(C)C)[nH]c(=O)c32)s1 (centres undefined) | 19.9%
C=CCNC(=O)CSc1nnc(C(CC)N(C)C)n1C1CCCCC1 (centres undefined) | -12.4%
COCCN(CCOC)C(=O)COc1cc2oc(=O)cc(-c3ccccc3)c2cc1Cl | -14.1%
COC(=O)c1ccccc1NC(=O)c1nn(C2CCS(=O)(=O)C2)c2c1CCCC2 (centres undefined) | 2.6%
CN(CCC#N)S(=O)(=O)c1ccc(Cl)cc1F | 16.3%
CCOC(=O)Cc1csc(NC(=O)c2nc(-c3ccccc3)oc2C)n1 | -6.5%
CC(C)C(O)C1CCN(c2nccc(-c3cc(C(=O)O)ccn3)n2)CC1 (centres undefined) | ?
CCOC(=O)c1c(NC(=O)c2cc(=O)c3cc(C)ccc3o2)sc2c1CCCC2 | 5.5%[11.5 µM]
COC[C@H]1C[C@@H](NS(=O)(=O)c2ccc(F)cc2)[C@H](O)[C@@H]1O | -6.7%[86.2 µM]

# (continued)
molecule | KDM5B inh
C[C@H]1[C@@H]2[C@@H](O)C([C@H](C)C(=O)N3CCCCC3)CC[C@@]2(C)CC[C@@H]1NC(=O)c1ccccn1 (some centres undefined) | -15.3%
Cc1nc([C@@H]2CN(C(=O)c3sccc3C)C[C@H]2C(N)=O)n[nH]1 | 16.4%
O=C(NC1CCN(C(=O)c2ccc3ccccc3n2)CC1)c1ccccc1 | -5.0%
Cc1cc(Nc2nc3ccccc3nc2NS(=O)(=O)c2ccccc2)ccc1Cl | -5.3%
COc1ccccc1C(NC(C)=O)c1c(O)ccc2ccc(O)cc12 (centres undefined) | ?
CNC(=O)[C@H]1C[C@H](Oc2cccnc2)CN1S(=O)(=O)c1ccc(OC)cc1 | -2.4%

# From PubChem BioAssay
